Screens (PubChem)
hIAP activ – human IAP activators, primary screen, biochemical, luminescence, uHTS; activation factor at 10 µM; hit rate 0.16% among 330,000; Intestinal-type alkaline phosphatase (Homo sapiens), P09923; purified human IAP, CDP-Star luminescence, 30 min; active compounds read high; 1 = vehicle-only enzyme, 0 = enzyme-free background;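 active means activation factor of the enzyme at least 2-fold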; further: the source names both 10 and 20 µM as test concentration; values of inactives mirror those of a sister screen read the other way
Target sequence (P09923 whole entry, looked up): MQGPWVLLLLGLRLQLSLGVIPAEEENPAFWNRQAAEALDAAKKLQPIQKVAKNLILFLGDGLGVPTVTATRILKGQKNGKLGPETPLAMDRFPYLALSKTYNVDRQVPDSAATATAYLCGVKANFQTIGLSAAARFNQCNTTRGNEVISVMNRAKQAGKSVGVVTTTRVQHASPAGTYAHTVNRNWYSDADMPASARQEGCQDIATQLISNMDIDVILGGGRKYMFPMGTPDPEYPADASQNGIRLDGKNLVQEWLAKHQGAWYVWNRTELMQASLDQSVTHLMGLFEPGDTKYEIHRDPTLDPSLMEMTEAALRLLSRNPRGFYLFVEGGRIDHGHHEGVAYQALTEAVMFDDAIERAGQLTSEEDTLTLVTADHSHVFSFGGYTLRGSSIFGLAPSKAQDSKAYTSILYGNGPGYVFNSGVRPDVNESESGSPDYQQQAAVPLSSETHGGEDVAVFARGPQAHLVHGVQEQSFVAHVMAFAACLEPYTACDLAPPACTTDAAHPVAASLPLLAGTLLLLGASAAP
TIM10 inh – growth inhibitors of isogenic TIM10 control yeast, primary screen, counter-screen for tim10-1 yeast inhibitor project, luminescence, uHTS. S. cerevisiae TIM10 strain growth, BacTiter-Glo luminescence, 24 h. inhibition, % at 10 µM. hit rate 1.4% among 330,000. AID 463195, 2010;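 active means inhibition of 40% or more at the single tested concentration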;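 further: wild-type TIM10 isogenic control strain grown at permissive 25 °C; 0% = DMSO yeast wells and 100% = minimal medium wells without yeast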
mIAP activ – activators of mouse IAP, primary screen, biochemical, luminescence, uHTS; muIAP, CDP-Star luminescence, 30 min; active compounds read high; 1 = vehicle-only enzyme signal, 0 = enzyme-free wells; hit rate 0.24% among 330,000; intestinal alkaline phosphatase [Mus musculus]; AID 2805, 2010; activation factor at 10 µM;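 active means activation factor of at least 2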; further: the source names both 10 and 20 µM as test concentration; values of inactives mirror those of a sister screen read the other way
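also added = chemiluminescent substrate CDP-Star | test system = mouse IAP enzyme | signal = chemiluminescence readout | compound = DMSO-dissolved test compounds | incubation = 30 min at room temperature | benchmarks = DMSO wells, no-enzyme wells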
tim10-1 inh – growth inhibitors of tim10-1 mutant yeast, primary screen, luminescence, uHTS; S. cerevisiae tim10-1 ts strain growth, BacTiter-Glo, 24 h; inhibition, % at 20 µM; hit rate 2.2% among 330,000;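 active means inhibition of at least 40%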;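 further: mutant grown at 25 °C; 0% = DMSO wells with yeast and 100% = wells holding no yeast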
ATG4B inhibitor – ATG4B protease inhibitors, primary screen, biochemical, fluorescence, uHTS | inhibition, % at 8.33 µM | Cysteine protease ATG4B (Homo sapiens), Q9Y4P1 | hit rate 0.51% among 340,000 | ATG4B cleavage of LC3-PLA2, NBD-HPC fluorescence, 1 h; in the data active means inhibition above about 40%
Target sequence (Q9Y4P1 whole entry, looked up): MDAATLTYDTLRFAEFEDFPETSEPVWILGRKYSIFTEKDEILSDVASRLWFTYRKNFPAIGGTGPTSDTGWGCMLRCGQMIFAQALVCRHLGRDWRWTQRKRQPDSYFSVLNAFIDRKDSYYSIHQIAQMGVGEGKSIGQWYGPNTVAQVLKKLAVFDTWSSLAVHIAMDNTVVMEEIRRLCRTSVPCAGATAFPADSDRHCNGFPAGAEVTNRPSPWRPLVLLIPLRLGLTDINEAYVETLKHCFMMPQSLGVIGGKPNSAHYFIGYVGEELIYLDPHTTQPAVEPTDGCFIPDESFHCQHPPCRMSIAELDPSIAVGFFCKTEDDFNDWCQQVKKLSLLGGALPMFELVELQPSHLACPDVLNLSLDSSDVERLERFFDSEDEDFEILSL
mIAP inh – inhibitors of mouse IAP, primary screen, biochemical, luminescence, uHTS; intestinal alkaline phosphatase [Mus musculus]; purified mouse IAP, CDP-Star luminescence, 30 min; inhibition, % at 10 µM; hit rate 0.2% among 330,000; AID 2806, 2010;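 active means inhibition of at least 40% at 10 µM in the primary screen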;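 further: plate controls were DMSO with enzyme for no effect and no enzyme wells for full effect; values of inactives mirror those of a sister screen read the other way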
Apaf-1 inh – inhibitors of human Apaf-1 apoptosome, primary screen, biochemical, DEVD-Rh110 fluorescence, uHTS; reconstituted apoptosome caspase-3 activity; inhibition, % at 20 µM; hit rate 0.71% among 330,000; AID 489030, 2010; active means inhibition of at least 40% at 20 µM;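 further: plate controls were DMSO wells for no effect and DEVD-CHO caspase inhibitor wells for full effect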
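System – cell-free apoptosome with Apaf-1, procaspase-3 and caspase-9 · Buffer or medium – pH 7.5 Hepes buffer with CHAPS, BSA, DTT · Also added – cytochrome c with DEVD-Rh110 · Times – 30 min compound preincubation, 50 min activation, room temperature · Technique – Rh110 fluorescence intensity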
hIAP inh – human IAP inhibitors, primary screen, biochemical, luminescence, uHTS; AID 2544, 2010; purified IAP, CDP-Star luminescence, 30 min; Intestinal-type alkaline phosphatase (Homo sapiens), P09923; hit rate 0.12% among 330,000; inhibition, % at 10 µM;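 active means inhibition reaching a set limit with compound at 10 µM in the primary screen, cut at about 35% in these data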;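 further: plate controls were DMSO wells with enzyme for no effect and no-enzyme buffer wells for full effect; values of inactives mirror those of a sister screen read the other way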
NLRP3 yeast inh – NALP3 inflammasome inhibitors in reconstituted yeast, primary screen, luminescence, uHTS; hit rate 0.39% among 330,000; inhibition, % at 10 µM; AID 2825, 2010; Yeast reconstituted NLRP3/ASC/caspase-1, beta-gal luminescence, 24 h;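 active means inhibition of 50% or more; inactive means inhibition below 50%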;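 further: plate controls were induced DMSO wells for no effect and uninduced yeast grown without galactose for full effect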
* hit, by the source's call; . = not tested or not shown. Rows were taken by chance; any-hit rate near 4.5%.

SMILES | hIAP activ | TIM10 inh | mIAP activ | tim10-1 inh | ATG4B inhibitor | mIAP inh | Apaf-1 inh | hIAP inh | NLRP3 yeast inh
COc1ccc(C2=NN(c3ccc(C=O)cc3)C(c3ccccc3)C2)cc1 (centres undefined) | 0.94 | 19 | 0.96 | 14 | -1 | 4 | 24 | 6 | 9
COc1ccc(OCCN(C)Cc2ccccc2)cc1 | 0.79 | 2 | 1 | 11 | -7 | 0 | 0 | 21 | 10
Cn1c(Cc2nc3ccccc3n2C)nc2ccccc21 | 1.6 | -3 | 0.97 | 4 | -2 | 3 | -4 | -64 | 22
C/C(=N\NC(=O)C1CCCC1)c1ccc(Cl)cc1 | 1 | 7 | 0.93 | 19 | -1 | 7 | -4 | -1 | 7
O=C(CSCc1ccc(Cl)cc1)NN=C1CCCCCC1 | 1.1 | 7 | 1.1 | 2 | -6 | -8 | 15 | -12 | 11
COc1ccc(-c2csc3nc(C)n(-n4cccc4)c(=O)c23)cc1OC | 1.1 | 14 | 1 | 27 | -7 | -1 | -15 | -7 | 18
COc1ccc2c(c1)CCCC21NC(=O)N(CC(=O)c2cc(F)ccc2F)C1=O (centres undefined) | 0.97 | 10 | 0.99 | 25 | -14 | 1 | 2 | 3 | 16
O=C(Nc1ccon1)c1cnc2sccn2c1=O | 0.93 | 0 | 0.96 | -7 | -10 | 4 | 1 | 7 | 13
O=C(Nc1nccc(-c2cccs2)n1)c1cccs1 | 0.98 | 39 | 1.1 | 22 | -1 | -8 | -15 | 2 | 8
CC1CC(C)(C)NC(C)c2ccccc21 (centres undefined) | 1.1 | -14 | 1 | -17 | 2 | -3 | 13 | -6 | 12
CNC(=O)N(O)C1N(/N=C/c2ccc(SC)cc2)C(=S)SC1(C)C (centres undefined) | 1.2 | 8 | 1.1 | 6 | 3 | -6 | 7 | -24 | 22
COc1ccc(-c2cc(C(=O)O)sc2C)cc1 | 0.96 | 1 | 1 | 2 | 2 | -1 | -3 | 4 | 12
CCOc1ccccc1N(CC(=O)NC(C)(C)C)C(=O)CCC(=O)Nc1nccs1 | 0.88 | -5 | 1 | 9 | 2 | -3 | -4 | 12 | 6
CCN(Cc1cc(=O)[nH]c2ccccc12)C(=O)C(C)C | 0.97 | 3 | 1 | 3 | 1 | 0 | -28 | 3 | -7
CC1CCN(c2ccc3nnc(CCC(=O)Nc4ccc(F)c(F)c4)n3n2)CC1 | 1.1 | 11 | 0.96 | 2 | -14 | 4 | -6 | -12 | 15
COc1ccc(NC(=O)CCNS(=O)(=O)c2ccc(C)c(C)c2)cc1OC | 1.1 | 11 | 1.1 | -5 | -6 | -9 | 14 | -7 | -2
O=C(Nc1nnc(Cc2ccc(Cl)cc2)s1)C1CCCO1 (centres undefined) | 0.94 | 8 | 0.99 | -3 | -4 | 1 | -5 | 6 | 15
Cc1[nH]nc(C(F)(F)F)c1CCC(=O)NC1CCCCCC1 | 0.91 | 11 | 1.1 | 10 | 0 | -6 | 2 | 9 | 4
NC(=O)CC(NC(=O)Cc1ccc(Br)cc1)c1ccc(N2CCN(c3ccccc3)CC2)c([N+](=O)[O-])c1 (centres undefined) | 0.77 | -2 | 0.87 | 3 | -8 | 13 | 0 | 23 | 5
O=C(NC(=S)Nc1ccc(S(=O)(=O)Nc2nccs2)cc1)C1CC1 | 1 | -6 | 0.96 | -8 | -1 | 4 | -19 | -5 | 3
CCCCC(=O)Nc1ccc(C(=O)N2CCC(C(=O)OCC)CC2)cc1 | 1 | -9 | 0.94 | 33 | -8 | 6 | -6 | -4 | 7
CC(C)(C)NC(=O)/C(=C\c1ccccc1F)NC(=O)c1ccc([N+](=O)[O-])cc1 | 0.9 | 5 | 1.1 | 14 | -11 | -5 | -8 | 10 | 3
Cc1c(Cl)cccc1NC(=S)N(Cc1cccnc1)Cc1ccccc1Cl | 1.6 | -35 | 1.2 | -8 | 2 | -18 | 10 | -65 | -1
COCCNC(=O)C(c1ccc(F)cc1)N(Cc1ccccc1)C(=O)CCC(=O)Nc1ccccn1 (centres undefined) | 1 | -1 | 0.99 | 11 | -3 | 1 | -5 | -5 | 8
COc1ccc(NCC(=O)N/N=C/C(C)c2ccccc2)cc1 (centres undefined) | 1.1 | -12 | 1 | 4 | -15 | -5 | 14 | -8 | -1
SMILES | hIAP activ | TIM10 inh | mIAP activ | tim10-1 inh | ATG4B inhibitor | mIAP inh | Apaf-1 inh | hIAP inh | NLRP3 yeast inh
O=C1/C(=C\c2cccc(O)c2O)SC(=S)N1Cc1ccccc1 | 0.55 | 6 | 0.59 | -50 | 74* | 41* | 7 | 45* | 27
CC1(C)Cc2nc3[nH]c(=S)[nH]c(=O)c3cc2CO1 | 0.93 | -7 | 0.95 | -1 | -2 | 5 | -27 | 7 | 17
COc1ccc(C(=O)Nc2ncccc2C)cc1S(=O)(=O)N1CCCc2ccccc21 | 0.94 | 3 | 1 | 12 | -3 | -2 | 9 | 6 | 23
C[C@@H]1CC=C[C@@H]2[C@H]1C(=O)N(Cc1ccccc1)[C@H]2c1cccc(Br)c1 | . | 7 | 1.1 | 26 | -1 | -13 | 28 | . | .
O=c1[nH]c2cc3c(cc2cc1C(c1nnnn1Cc1ccccc1)N1CCCCCC1)OCCO3 (centres undefined) | 1.1 | 17 | 0.98 | 24 | -3 | 2 | 19 | -12 | 3
O=C1CCCN1C(=O)CSc1ccc2ccccc2n1 | 0.99 | -3 | 1 | 14 | -2 | -1 | -9 | 1 | 13
COCCn1c(=NC(=O)CSCC(=O)N2CCOCC2)sc2ccccc21 | 0.9 | 2 | 0.98 | -11 | -5 | 2 | 0 | 10 | 12
NC(=O)CN1CCOCCN(CC(N)=O)CCOCC1 | 1.3 | -4 | 1.1 | -3 | 6 | -5 | 8 | -27 | 10
CCc1cccc(NC(=O)c2ccc(Cn3c(=O)[nH]c4ccsc4c3=O)cc2)c1 | 0.8 | 0 | 1 | -1 | -2 | 0 | -5 | 20 | 17
CCCc1nc2ccccc2c(C(=O)N(CC)CC(=O)NCc2cccs2)c1CC | 1 | 13 | 1 | 21 | -4 | -4 | 3 | -2 | 7
COc1cccc(-c2nc(CS(=O)CC(=O)NCCCOC(C)C)c(C)o2)c1 (centres undefined) | 0.83 | 14 | 0.92 | 13 | 0 | 8 | -3 | 17 | -10
CCOc1ccccc1OCCCC(=O)NC1=NCCS1 | 1.2 | 0 | 1.1 | 31 | 3 | -8 | 14 | -16 | -8
O=C(COC(=O)C1CC(=O)N(Cc2ccco2)C1)Nc1nc(-c2ccc(F)cc2)cs1 (centres undefined) | 1.1 | 5 | 0.9 | -1 | -48 | 10 | -2 | -8 | 25
CCOC(=O)c1ccc(NC(=O)N2CCc3ccccc32)cc1 | 0.92 | 10 | 1.1 | 5 | -4 | -6 | 5 | 8 | 40
COc1cc(NC(=O)CN2CCN(c3ccccc3)CC2)c(C)cc1[N+](=O)[O-] | 1 | -9 | 1 | 1 | -1 | -5 | 4 | 0 | -4
COc1cccc(-c2csc(N3CCN(C(=S)Nc4ccccc4OC)CC3)n2)c1 | 1.1 | 14 | 0.91 | 34 | -6 | 9 | -7 | -12 | 5
Cc1nc(NCC2CCCO2)c2oc3ccccc3c2n1 (centres undefined) | 1.1 | 6 | 0.95 | 9 | 5 | 5 | -15 | -8 | 2
Cc1ccc(SCC(=O)N2CCC(C(N)=O)CC2)cc1 | 0.99 | -10 | 1.1 | 3 | 0 | -8 | -10 | 1 | 18
Cc1cc(C(C)(C)C)cc(C)c1CCNC(=O)c1ccc[n+]([O-])c1 | 0.94 | -12 | 1 | 6 | 2 | -4 | 8 | 6 | 16
O=C1c2ccccc2[C@@H]2C[C@@H](O)[C@H](Nc3cccc4ccccc34)CCN12 | . | 8 | 0.95 | 22 | -2 | 5 | 53* | . | .
C=CCC(NCc1ccccc1)c1ccccc1 (centres undefined) | 1.1 | -7 | 0.92 | 20 | -3 | 8 | 4 | -6 | -24
O=C(CS(=O)(=O)c1cn(Cc2ccc(Cl)cc2)c2ccccc12)N1CCCC1 | 0.95 | -1 | 1 | 18 | -11 | 0 | 8 | 5 | 6
COc1cccc(CNC(=O)C(=O)N2CCC3(CC2)OCCN3S(=O)(=O)c2ccc(C)cc2)c1 | 0.91 | 6 | 0.99 | 22 | -3 | 1 | 16 | 9 | 18
COc1ccc(NC(=O)C(NC(C)=O)C(=O)NCc2ccccc2OC)cc1 (centres undefined) | 1.1 | 2 | 1.1 | 2 | -1 | -7 | -2 | -14 | -3

An excerpt of these results, with values under each structure:
Each structure is followed by: hIAP activ | TIM10 inh | mIAP activ | tim10-1 inh | ATG4B inhibitor | mIAP inh | Apaf-1 inh | hIAP inh | NLRP3 yeast inh
- CCOc1ccccc1OCCCC(=O)NC1=NCCS1
  1.2 | 0 | 1.1 | 31 | 3 | -8 | 14 | -16 | -8
- O=C(COC(=O)C1CC(=O)N(Cc2ccco2)C1)Nc1nc(-c2ccc(F)cc2)cs1 (centres undefined)
  1.1 | 5 | 0.9 | -1 | -48 | 10 | -2 | -8 | 25
- CCOC(=O)c1ccc(NC(=O)N2CCc3ccccc32)cc1
  0.92 | 10 | 1.1 | 5 | -4 | -6 | 5 | 8 | 40
- COc1cc(NC(=O)CN2CCN(c3ccccc3)CC2)c(C)cc1[N+](=O)[O-]
  1 | -9 | 1 | 1 | -1 | -5 | 4 | 0 | -4
- COc1cccc(-c2csc(N3CCN(C(=S)Nc4ccccc4OC)CC3)n2)c1
  1.1 | 14 | 0.91 | 34 | -6 | 9 | -7 | -12 | 5
- Cc1nc(NCC2CCCO2)c2oc3ccccc3c2n1 (centres undefined)
  1.1 | 6 | 0.95 | 9 | 5 | 5 | -15 | -8 | 2
- Cc1ccc(SCC(=O)N2CCC(C(N)=O)CC2)cc1
  0.99 | -10 | 1.1 | 3 | 0 | -8 | -10 | 1 | 18
- Cc1cc(C(C)(C)C)cc(C)c1CCNC(=O)c1ccc[n+]([O-])c1
  0.94 | -12 | 1 | 6 | 2 | -4 | 8 | 6 | 16
- O=C1c2ccccc2[C@@H]2C[C@@H](O)[C@H](Nc3cccc4ccccc34)CCN12
  . | 8 | 0.95 | 22 | -2 | 5 | 53* | . | .
- C=CCC(NCc1ccccc1)c1ccccc1 (centres undefined)
  1.1 | -7 | 0.92 | 20 | -3 | 8 | 4 | -6 | -24
- O=C(CS(=O)(=O)c1cn(Cc2ccc(Cl)cc2)c2ccccc12)N1CCCC1
  0.95 | -1 | 1 | 18 | -11 | 0 | 8 | 5 | 6
- COc1cccc(CNC(=O)C(=O)N2CCC3(CC2)OCCN3S(=O)(=O)c2ccc(C)cc2)c1
  0.91 | 6 | 0.99 | 22 | -3 | 1 | 16 | 9 | 18
